aSyn UTR inh: MLPCN primary screen, SNCA 5' untranslated region. alpha-synuclein 5'UTR reporter, inhibitor activity. inhibition, % (tested at 7.5 µM). AID 1813, 2009. actives 0.82% (n = 300,000); in the data active = inhibition above about 60%;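 note: H4 neuroglioblastoma cells stably carrying SNCA 5'UTR luciferase fusion; 0% = DMSO wells and 100% = positive control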
HSF1 inhib: HSF1 inhibitors in luciferase reporter cells, primary screen, cell-based, NIH3T3, luminescence; actives 0.77% (n = 300,000); activity change, negative = inhibition, % at 7.5 µM (by protocol); NIH3T3-HGL HSE-luciferase, MG132-induced, luminescence 8 h; active compounds read low; AID 2098, 2009;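 active = more than half of replicate wells show activity change below -50%, luminescence cut by over half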;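 note: luciferase reports HSF-1 transcriptional activity via heat shock element; 0% = median of DMSO wells and -100% = zero luminescence signal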
HSP90 inh: HSP90 inhibitors, primary screen, cell lysate, luminescence; Rabbit reticulocyte lysate, luciferase refolding luminescence, 3 h; inhibition, % at 5.6 µM; actives 0.91% (n = 290,000); AID 1789, 2009;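 active = inhibition above the screen-wide mean plus 3 SD, computed separately per campaign, cut at about 16% in these data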;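 note: 0% = DMSO wells and 100% = 60 µM geldanamycin wells; inhibitors lower the luminescence because luciferase stays unfolded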
Platelet DG rel: inhibitors of platelet dense granule secretion, primary screen, cell-based, MLPCN, human platelets; human platelet-rich plasma, SFLLRN dense granule ATP release, luminescence; inhibition, %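 (compounds screened at 7.5 µM in platelet-rich plasma)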; actives 0.22% (n = 300,000);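 active = mean replicate score, as percent of positive control, at or above 50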
HSF1 activator: HSF-1 activators, primary screen, NIH3T3-HGL cells, MG132 stress, luminescence, single point | NIH3T3-HGL HSF-1 luciferase reporter, 8 h; 100% = twice DMSO control signal | actives 1.7% (n = 300,000) | activation, % at 9 µM;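 active = mean replicate activation of at least 50% with a set share of replicates each reaching 50%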;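 note: 0% = median of the neutral control wells and 100% = twice that signal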
KLF5 inhibitor: KLF5 expression inhibitors, primary screen, DLD-1 cells, luminescence; AID 1700, 2009; DLD-1 KLF5 promoter-luciferase reporter; actives 0.23% (n = 290,000); inhibition, % at 5 µM;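 active = inhibition above a per-plate limit of that plate's mean compound inhibition plus 3 SD, cut at about 60% in these data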;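 note: 0% = DMSO wells and 100% = LY294002 at 200 µM; higher means less KLF5 promoter-driven luciferase light; inactives centre near -14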
HDAC3 inh: HDAC3 deacetylase inhibitors, primary screen, biochemical, fluorescence, cell-free homogeneous. Histone deacetylase 3 (Homo sapiens), O15379. recombinant HDAC3, fluorogenic peptide/trypsin coupled. inhibition, % at 8.3 µM. actives 0.15% (n = 320,000). AID 2718, 2010; in the data active = inhibition above about 26%, passing the limit was not always enough
Target sequence (O15379 whole entry, looked up): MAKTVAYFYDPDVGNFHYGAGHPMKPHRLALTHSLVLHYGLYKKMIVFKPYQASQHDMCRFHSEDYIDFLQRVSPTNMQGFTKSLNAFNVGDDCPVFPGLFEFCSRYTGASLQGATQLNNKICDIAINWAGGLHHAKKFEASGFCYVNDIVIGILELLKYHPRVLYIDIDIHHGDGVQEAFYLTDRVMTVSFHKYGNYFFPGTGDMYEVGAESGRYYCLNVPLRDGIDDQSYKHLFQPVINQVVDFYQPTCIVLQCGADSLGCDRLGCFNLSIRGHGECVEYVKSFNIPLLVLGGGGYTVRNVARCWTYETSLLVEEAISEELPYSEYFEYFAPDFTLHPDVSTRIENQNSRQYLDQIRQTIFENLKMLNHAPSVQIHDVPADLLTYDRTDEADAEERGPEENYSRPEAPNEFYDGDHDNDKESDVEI
HIF activator: HIF pathway transcriptional activators, primary screen, cell-based, U2OS HRE-luciferase, luminescence; U2OS HRE-luciferase reporter; normalized: DMSO 0%, desferrioxamine 100%; AID 1910, 2009; activation, % at 7.5 µM (by protocol); actives 0.32% (n = 300,000);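 active = mean activation of at least 10% of the iron chelator positive control signal, with at least half of replicates also reaching 10%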
IEC-6 cytotox: cytotoxicity in IEC-6 intestinal epithelial cells, primary screen, cytotoxicity control for KLF5 inhibitor project, cell-based, luminescence. IEC-6 cytotoxicity, luminescence viability. inhibition, % at 5 µM. actives 0.78% (n = 290,000). AID 1825, 2009; in the data active = inhibition above about 22%;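 note: 0% = plate median of test compound wells and 100% = cytotoxic reference compound wells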
AI-2 QS modul: Vibrio harveyi AI-2 quorum sensing modulators, primary screen, JMH597 strain, luminescence/OD600 ratio; Vibrio harveyi JMH597 AI-2 luminescence/OD600 ratio, 9 h; active compounds read low; strain lacks LuxN and CqsS sensors; 0 = neutral-control median; activity change, % at 7.5 µM; actives 0.4% (n = 300,000); AID 2094, 2009; in the data active = activity change below about -75%, passing the limit was not always enough;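 note: luminescence divided by OD600 gain over 9 h not by final OD600 alone; inactives centre near 13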
Active calls of the source: *.

Results for CCOC(=O)N1CCN(CC(O)COc2c(C)cc(C)cc2C)CC1 (centres undefined) ?
aSyn UTR inh: -2; HSF1 inhib: -3; HSP90 inh: -4; Platelet DG rel: 17; HSF1 activator: 13; KLF5 inhibitor: -51; HDAC3 inh: -9; HIF activator: -8.1; IEC-6 cytotox: -6; AI-2 QS modul: 14

How did CC(=O)N1c2ccc(S(=O)(=O)N3CCC(C(=O)Nc4cc(C)ccn4)CC3)cc2CC1C (centres undefined) do in these assays?
aSyn UTR inh: 18; HSF1 inhib: 4; HSP90 inh: -3; Platelet DG rel: -24; HSF1 activator: 10; KLF5 inhibitor: -31; HDAC3 inh: 3; HIF activator: -0.2; IEC-6 cytotox: -1; AI-2 QS modul: 36

What do the screens show for `COc1cccc(CN(C)C(=O)c2ccc(N3CCCC3)c([N+](=O)[O-])c2)c1`?
aSyn UTR inh: 8; HSF1 inhib: 7; HSP90 inh: 0; Platelet DG rel: 10; HSF1 activator: 26; KLF5 inhibitor: -32; HDAC3 inh: 4; HIF activator: 0.5; IEC-6 cytotox: 5; AI-2 QS modul: 1

How did O=C(NCC1CC1)[C@@H]1C[C@H]1[C@@H](NP(=O)(c1ccccc1)c1ccccc1)c1ccccc1 do in these assays?
aSyn UTR inh: 4; HSF1 inhib: 0; HSP90 inh: 2; Platelet DG rel: -3; HSF1 activator: 22; KLF5 inhibitor: -3; HDAC3 inh: -3; HIF activator: 0.4; IEC-6 cytotox: 5; AI-2 QS modul: 23

How did Cc1nonc1OCCNCc1c(C(=O)N(C)C)nc2ccc(Cl)cn12 do in these assays?
aSyn UTR inh: 1; HSF1 inhib: 2; HSP90 inh: 2; Platelet DG rel: 2; HSF1 activator: 12; KLF5 inhibitor: -13; HDAC3 inh: 6; HIF activator: -0.1; IEC-6 cytotox: 0; AI-2 QS modul: 9

How did COC(=O)[C@H](C)NC(=O)Nc1cccc(Br)c1 do in these assays?
aSyn UTR inh: 5; HSF1 inhib: -2; HSP90 inh: 2; Platelet DG rel: 0; HSF1 activator: -2; KLF5 inhibitor: 7; HDAC3 inh: 8; HIF activator: 0.3; IEC-6 cytotox: 11; AI-2 QS modul: 29

What do the screens show for `Cc1cc(C)c2c(-n3cccc3)c(C(=O)NNS(=O)(=O)c3ccc(F)cc3)sc2n1`?
aSyn UTR inh: 23; HSF1 inhib: -1; HSP90 inh: 0; Platelet DG rel: 3; HSF1 activator: 18; KLF5 inhibitor: -3; HDAC3 inh: 6; HIF activator: -0.9; IEC-6 cytotox: 0; AI-2 QS modul: 20

What do the screens show for `O=C(c1ccc(CS(=O)(=O)c2ccc(Br)cc2)o1)N1CCCC1`?
aSyn UTR inh: 8; HSF1 inhib: -2; HSP90 inh: 0; Platelet DG rel: 7; HSF1 activator: 4; KLF5 inhibitor: -11; HDAC3 inh: 0; IEC-6 cytotox: 6; AI-2 QS modul: 33

How did O=C(Nc1cc(Cl)cc(Cl)c1)c1ccno1 do in these assays?
aSyn UTR inh: -7; HSF1 inhib: 7; HSP90 inh: 8; HSF1 activator: 9; KLF5 inhibitor: -40; HDAC3 inh: 1; HIF activator: -0.5; IEC-6 cytotox: 2; AI-2 QS modul: 21

How did COc1ccc(-c2nnc3sc(CCN4C(=O)c5ccccc5C4=O)nn23)cc1 do in these assays?
aSyn UTR inh: 0; HSF1 inhib: -1; HSP90 inh: -4; HSF1 activator: 4; KLF5 inhibitor: -56; HDAC3 inh: 2; HIF activator: 0.1; IEC-6 cytotox: -6; AI-2 QS modul: 5

Results for O=C(NCc1ccc(F)cc1)C(=O)c1cn(CC(=O)N2CCCC2)c2ccccc12 ?
aSyn UTR inh: 20; HSF1 inhib: 5; HSP90 inh: 4; Platelet DG rel: -10; HSF1 activator: 0; KLF5 inhibitor: -14; HDAC3 inh: 8; HIF activator: 0.3; IEC-6 cytotox: 6; AI-2 QS modul: 0

How did CCSc1nnc(NC(=O)C(C)Sc2nc3ccccc3[nH]2)s1 (centres undefined) do in these assays?
aSyn UTR inh: -9; HSF1 inhib: -21; HSP90 inh: 1; Platelet DG rel: -10; HSF1 activator: -38; KLF5 inhibitor: 8; HDAC3 inh: 0; HIF activator: 0.4; IEC-6 cytotox: -1; AI-2 QS modul: 17

How did CC(C)C(=O)NNC(=O)CSc1ncnc2c1cnn2-c1ccccc1Cl do in these assays?
aSyn UTR inh: -10; HSF1 inhib: -1; HSP90 inh: 0; Platelet DG rel: 2; HSF1 activator: 10; KLF5 inhibitor: -2; HDAC3 inh: 0; HIF activator: -16; IEC-6 cytotox: 10; AI-2 QS modul: 23

What do the screens show for `CN(CC(=O)Nc1ccccc1Br)C(=O)CNC(=O)Cc1cccc2ccccc12`?
aSyn UTR inh: 9; HSF1 inhib: 21; HSP90 inh: 2; Platelet DG rel: -8; HSF1 activator: 42; KLF5 inhibitor: -6; HDAC3 inh: 0; HIF activator: -0.5; IEC-6 cytotox: 3; AI-2 QS modul: 16

Results for NC(=O)CSc1nnc(-c2ccco2)n1-c1ccccc1 ?
aSyn UTR inh: 9; HSF1 inhib: 0; HSP90 inh: -1; Platelet DG rel: -3; HSF1 activator: -14; KLF5 inhibitor: -33; HDAC3 inh: 2; HIF activator: -0.4; IEC-6 cytotox: -3; AI-2 QS modul: 0

Results for CC1=CC(C2CC(=O)N(c3ccccc3C)C2=O)CC2C(=O)N(c3ccccc3C)C(=O)C12 (centres undefined) ?
aSyn UTR inh: 7; HSF1 inhib: -3; HSP90 inh: -1; Platelet DG rel: -19; HSF1 activator: 12; KLF5 inhibitor: -1; HDAC3 inh: 2; HIF activator: 0.1; IEC-6 cytotox: 1; AI-2 QS modul: 13

Results for CCC(=O)c1ccc(N2CCCC2)c(F)c1 ?
aSyn UTR inh: -59; HSF1 inhib: 9; HSP90 inh: 6; Platelet DG rel: 2; HSF1 activator: 16; KLF5 inhibitor: -7; HDAC3 inh: -2; HIF activator: 5.6; IEC-6 cytotox: -1; AI-2 QS modul: 20

What do the screens show for `COc1ccc(NC(=O)c2cc(SC)ccc2Cl)cc1`?
aSyn UTR inh: -34; HSF1 inhib: 0; HSP90 inh: 2; Platelet DG rel: 0; HSF1 activator: 4; KLF5 inhibitor: -27; HDAC3 inh: 4; HIF activator: 0.7; IEC-6 cytotox: 0; AI-2 QS modul: -6

Results for COc1ccccc1/C=C/C=N/N1CCN(Cc2cccc3ccccc23)CC1 ?
aSyn UTR inh: -6; HSF1 inhib: 2; HSP90 inh: 0; Platelet DG rel: 4; HSF1 activator: 5; KLF5 inhibitor: -9; HDAC3 inh: -4; HIF activator: 0.2; IEC-6 cytotox: -3; AI-2 QS modul: 10

Results for CC(C)CN(C(=O)COC(=O)c1ccc2c(c1)NC(=O)CS2)C1CCS(=O)(=O)C1 (centres undefined) ?
aSyn UTR inh: -18; HSF1 inhib: -2; HSP90 inh: 1; Platelet DG rel: 6; HSF1 activator: -13; KLF5 inhibitor: -37; HDAC3 inh: 3; HIF activator: -0.2; IEC-6 cytotox: 1; AI-2 QS modul: 20

Molecules from the list above with an aryl thioether with sulfur outside any ring, in the order listed:
How did CCSc1nnc(NC(=O)C(C)Sc2nc3ccccc3[nH]2)s1 (centres undefined) do in these assays?
aSyn UTR inh: -9; HSF1 inhib: -21; HSP90 inh: 1; Platelet DG rel: -10; HSF1 activator: -38; KLF5 inhibitor: 8; HDAC3 inh: 0; HIF activator: 0.4; IEC-6 cytotox: -1; AI-2 QS modul: 17

How did CC(C)C(=O)NNC(=O)CSc1ncnc2c1cnn2-c1ccccc1Cl do in these assays?
aSyn UTR inh: -10; HSF1 inhib: -1; HSP90 inh: 0; Platelet DG rel: 2; HSF1 activator: 10; KLF5 inhibitor: -2; HDAC3 inh: 0; HIF activator: -16; IEC-6 cytotox: 10; AI-2 QS modul: 23

Results for NC(=O)CSc1nnc(-c2ccco2)n1-c1ccccc1 ?
aSyn UTR inh: 9; HSF1 inhib: 0; HSP90 inh: -1; Platelet DG rel: -3; HSF1 activator: -14; KLF5 inhibitor: -33; HDAC3 inh: 2; HIF activator: -0.4; IEC-6 cytotox: -3; AI-2 QS modul: 0

What do the screens show for `COc1ccc(NC(=O)c2cc(SC)ccc2Cl)cc1`?
aSyn UTR inh: -34; HSF1 inhib: 0; HSP90 inh: 2; Platelet DG rel: 0; HSF1 activator: 4; KLF5 inhibitor: -27; HDAC3 inh: 4; HIF activator: 0.7; IEC-6 cytotox: 0; AI-2 QS modul: -6

(next part)
Results for CCOc1ccc(NC(=S)Nc2ccc(Br)cc2Cl)cc1 ?
aSyn UTR inh: -3; HSF1 inhib: -11; HSP90 inh: -2; Platelet DG rel: 5; HSF1 activator: -15; KLF5 inhibitor: 7; HDAC3 inh: 1; HIF activator: -0.2; IEC-6 cytotox: -4; AI-2 QS modul: -11

Results for O=C(NCCN1CCN(c2ccccc2)CC1)c1ccc(NC(=O)C2CCCO2)cc1 (centres undefined) ?
aSyn UTR inh: 29; HSF1 inhib: -2; HSP90 inh: -1; Platelet DG rel: 3; HSF1 activator: -4; KLF5 inhibitor: 5; HIF activator: -0.8; IEC-6 cytotox: -3; AI-2 QS modul: 11

What do the screens show for `Cc1cccc(-n2cc(-c3ccccc3)c3c(N4CCOCC4)ncnc32)c1`?
aSyn UTR inh: 43; HSF1 inhib: -33; HSP90 inh: -1; Platelet DG rel: 4; HSF1 activator: -41; KLF5 inhibitor: -9; HDAC3 inh: 2; HIF activator: -1.2; IEC-6 cytotox: -1; AI-2 QS modul: 9

How did CCCOc1ccc(/C=N/Nc2ccc(C(=O)O)cc2)c(OCCC)c1 do in these assays?
aSyn UTR inh: -109; HSF1 inhib: -56*; HSP90 inh: 29*; Platelet DG rel: -4; HSF1 activator: -52; KLF5 inhibitor: -16; HIF activator: -1.2; IEC-6 cytotox: 6; AI-2 QS modul: 39

What do the screens show for `Cn1c(-c2ccccc2)c(CCO)c2ccccc21`?
aSyn UTR inh: 7; HSF1 inhib: -10; HSP90 inh: -1; Platelet DG rel: 5; HSF1 activator: -17; KLF5 inhibitor: 0; HDAC3 inh: -24; HIF activator: -0.5; IEC-6 cytotox: 0; AI-2 QS modul: 7

What do the screens show for `Cc1ccc(-c2cc(C(=O)Nc3cnn(C45CC6CC(CC(C6)C4)C5)c3)no2)cc1`?
aSyn UTR inh: 8; HSF1 inhib: -24; HSP90 inh: -1; Platelet DG rel: -9; HSF1 activator: -29; KLF5 inhibitor: -25; HDAC3 inh: -10; HIF activator: -0.1; IEC-6 cytotox: -8; AI-2 QS modul: 48

Results for O=C(c1ccc(C(=O)N2CCCc3ccccc32)nc1)N1CCCc2ccccc21 ?
aSyn UTR inh: 21; HSF1 inhib: -7; Platelet DG rel: 2; HSF1 activator: 2; HDAC3 inh: 0; HIF activator: 0.2; AI-2 QS modul: -8
